From PubChem BioAssay
Giardia kill: Giardia lamblia killing; Giardia lamblia trophozoite viability; activity change, % at 7.66 µM, hits read low; 0.15% of 340,000 active; AID 540267; in the data active means activity change below about -80%; inconclusive means between about -30% and that limit;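 further: parasites exposed to compound for two days anaerobically before the ATP read; on the % scale 0 is the no-effect control and ±100 the full control effect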
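Luminescent ATP signal served as the viability read-out, measured 15-30 min after adding ATP detection reagent to trophozoites that had been incubated with compounds for 48 hrs at 37 deg C anaerobically at 100 cells/well.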
BRCA1 expr up: activators of BRCA1 expression. MCF7-BRCA1-FFLuc reporter, luminescence, 48 h; response scale: scaled: vehicle 0%, 10 µM genistein 100%. 1.1% of 380,000 active. Potency, µM (doses to about 46.1 µM), for the others: top-dose activation, actives largely listed as activators; further: potency means the concentration at half of the fitted maximal effect; nearly all actives have a fitted effect of over 80% in size; some results filed as inactive show a strong effect at the top dose
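Compounds are tested at multiple concentrations on MCF7 BRCA1-luciferase reporter cells seeded at 2000 per well; after 48 h, a single luminescence end-point is taken and curves fitted to the normalized data.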
PKM2 activator: activators of human pyruvate kinase M2 | P14618 | purified PKM2, Kinase-Glo ATP luminescence, activation; response scale: 0% is enzyme alone, no compound | Potency, µM (titrated, usually from 57.5 µM), without a hit: top-dose activation, actives largely listed as activators | 0.34% of 260,000 active | AID 1631; further: potency means the concentration at half of the fitted maximal effect; on the % scale 0 is the no-effect control and ±100 the full control effect; nearly all actives have a fitted effect of over 55% in size
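Kinase-Glo luminescence reports ATP generated from ADP (0.1 mM) and PEP (0.5 mM) by purified hPK-M2 after 1 h at room temperature, pH 7.2 imidazole buffer; intermediate enzyme activity allows detecting inhibitors and activators.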
NPC1 prom act: NPC1 promoter activation. Potency, µM (titrated, usually from 9.22 µM), without a hit: at the top dose activation, most hits filed as activators. AID 485313. 2.4% of 320,000 active. Huh7 NPC1 promoter luciferase reporter, 24 h;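 further: potency means the concentration at half of the fitted maximal effect; % of control where 0% means no effect; nearly all actives have a fitted effect of over 60% in size; reporter is driven by a mutant NPC1 promoter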
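NPC1 promoter–luciferase Huh7 cells; 24 h compound; luminescence.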
p53 reactivation: re-activators of mutant p53. 0.063% of 320,000 active. AID 504706. Potency, µM (highest dose often 92.2 µM), for the others: at the highest dose activity change, positive = activation, hits mostly activators. H1299 p53-A138V BP100-luciferase reporter, luminescence, 24 h; further: potency means the concentration at half of the fitted maximal effect; % of control where 0% means no effect; nearly all actives have a fitted effect of over 45% in size
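p53-null H1299 cells stably carrying temperature-sensitive p53-A138V and a BP100-luciferase reporter were pinned with compounds (4-point, 1:5 series) and held 24 hrs at 37 deg C. Luminescence was read 10 min after detection reagent.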
FLuc modulator: counter-screen for miR-21 project: firefly luciferase inhibitors or activators; P08659; AID 588342; 6.9% of 360,000 active; Potency, µM (top dose mostly 57.5 µM), inactives show at the highest dose activity change, negative = inhibition, usual class: inhibitors; purified FLuc, Km substrates, luminescence inhibition;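 further: potency means the concentration at half of the fitted maximal effect; plate controls were vehicle for no effect and reference inhibitor for full effect; nearly all actives have a fitted effect of over 55% in size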
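Biochemical qHTS of compounds, final roughly 60 µM downward over six points, against 10 nM purified firefly luciferase using Km concentrations of substrates (10 uM D-luciferin, 10 uM ATP) in Tris acetate pH 7.5 buffer; luminescence output.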
ELG1 genotoxic: induces genotoxicity in HEK293T cells with luciferase-tagged ELG1 | Potency, µM (doses to about 46 µM), for inactives: at the highest dose activity change, positive = activation, most hits filed as activators | 1.3% of 330,000 active | HEK293T ELG1-luciferase reporter, luminescence, 16 h; further: potency means the concentration at half of the fitted maximal effect; % of control where 0% means no effect; nearly all actives have a fitted effect of over 60% in size
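Genotoxicity was scored as increased ELG1-luciferase reporter signal, measured by ONE-Glo luminescence (30 min, room temperature). Compound or vehicle exposure of the HEK293T reporter cells lasted 16 hr at 37°C.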
Menin MLL FP TR: displaces Texas Red mutant MLL peptide from human menin | Menin + Texas Red MLL mutant peptide, fluorescence polarization | O00255 | 0.23% of 270,000 active | Potency, µM (series often up to 61.6 µM), for the others: at the highest dose FP activity change, negative = inhibition, most hits filed as inhibitors; active means well fitted inhibition curve with a large enough effect in the polarisation, with a control signal flat, not every such curve was filed as active; inconclusive means small, poorly fitted or top-dose-only effect, or effect the other way, or a change in a side signal; inactive means no such curve, though single readings can be large or run the other way; the % refers to the polarisation; further: potency means the concentration at half of the fitted maximal effect; % of control where 0% means no effect; many of its hits are not listed in these tables
Target sequence (O00255 whole entry, looked up): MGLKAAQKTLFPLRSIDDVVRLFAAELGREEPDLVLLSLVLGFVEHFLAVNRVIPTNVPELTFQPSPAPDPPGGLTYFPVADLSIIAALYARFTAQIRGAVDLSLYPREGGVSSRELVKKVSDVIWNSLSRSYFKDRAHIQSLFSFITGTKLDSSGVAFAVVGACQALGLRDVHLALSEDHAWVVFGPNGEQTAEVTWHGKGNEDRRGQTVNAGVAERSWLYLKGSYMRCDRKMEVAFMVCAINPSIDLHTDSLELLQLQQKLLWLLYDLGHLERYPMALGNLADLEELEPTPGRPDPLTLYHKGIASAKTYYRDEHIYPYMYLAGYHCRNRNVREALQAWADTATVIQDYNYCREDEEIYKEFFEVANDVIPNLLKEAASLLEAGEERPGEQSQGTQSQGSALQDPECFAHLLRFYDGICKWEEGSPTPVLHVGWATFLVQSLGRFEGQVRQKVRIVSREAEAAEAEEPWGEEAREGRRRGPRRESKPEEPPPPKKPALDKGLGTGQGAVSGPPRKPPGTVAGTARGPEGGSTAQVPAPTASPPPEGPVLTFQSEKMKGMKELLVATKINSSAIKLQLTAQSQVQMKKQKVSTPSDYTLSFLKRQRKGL
Rab9 promoter act: activators of Rab9 promoter | Huh7 Rab9 promoter-luciferase reporter, luminescence, 24 h | Potency, µM (titrated, usually from 9.22 µM), for inactives: at the highest dose activation, negative = inhibition, actives largely listed as activators | 2.8% of 320,000 active; further: potency means the concentration at half of the fitted maximal effect; % of control where 0% means no effect; nearly all actives have a fitted effect of over 60% in size
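Huh7 reporter line, Rab9 promoter upstream of luciferase. Compound exposure 24 h at 37 °C in reduced-serum medium with 10% FBS. Read-out: luminescence.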
Gal4-VP16 FLuc: counter-screen for ROR gamma inhibitors: Gal4-VP16 reporter; Potency, µM (top dose mostly 53.6 µM), for inactives: at the top dose activity, negative = inhibition, usual class: inhibitors; AID 2546; Drosophila S2 Gal4-VP16 UAS-luciferase, luminescence, 20 h; 3.5% of 310,000 active;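 further: Gal4-VP16 expression switched on by copper sulfate through the metallothionein promoter; potency means the concentration at half of the fitted maximal effect; on the % scale 0 is the no-effect control and ±100 the full control effect; nearly all actives have a fitted effect of over 50% in size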
RORgamma inh: inhibitors of mouse ROR gamma transcriptional activity. P51450. Drosophila S2 Gal4-RORgamma UAS-luciferase reporter, 20 h. Potency, µM (doses to about 53.6 µM), without a hit: top-dose activity change, negative = inhibition, hits mostly inhibitors. 5.4% of 310,000 active. AID 2551; further: potency means the concentration at half of the fitted maximal effect; on the % scale 0 is the no-effect control and ±100 the full control effect; nearly all actives have a fitted effect of over 60% in size
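Drosophila S2 cells stably expressing Gal4-DBD/mouse RORγ fusion under metallothionein promoter plus UAS-luciferase; compound 1 h, then 700 uM CuSO4 induction for 20 h at ambient temperature; inhibition read as reduced luminescence.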
* = called active by the depositor; ? = inconclusive; / = no result given; & = joins results of further samples; [ ] = remark or other dose. Unless noted, the call rests on the fitted dose curve; in most records, active means well fitted curve in the direction sought with a large enough effect; inconclusive means small, poorly fitted or top-dose-only effect, or another doubt; inactive means no such curve, though single readings can be large; an effect the other way counts as inactive or inconclusive. These rows are one share of the data; the hit share may differ from the screen's.

SMILES	Giardia kill	BRCA1 expr up	PKM2 activator	NPC1 prom act	p53 reactivation	FLuc modulator	ELG1 genotoxic	Menin MLL FP TR	Rab9 promoter act	Gal4-VP16 FLuc	RORgamma inh
CC(=O)c1cccc(NC(=O)C2=CC(c3cccs3)=NS(=O)(=O)N2C)c1	-10	1%	/	2%	2%	7%	-8%	/	-4%	1%	20%
S=c1[nH]nc(-c2cccnc2)n1/N=C/c1ccccc1	-4	2%	5%	0%	4%	4%	1%	/	0%	-9%	?
CCOc1cc2[nH]c(=S)n(CCCN3CCOCC3)c(=O)c2cc1OCC	4	-24%	-14%	-4%	13%	-5%	-4%	?	5%	-17%	-13%
CCOC(=O)c1c(C)[nH]c(C=C2C(=O)CCCC2=O)c1O	-21	3%	13%	-1%	-9%	1%	-1%	-10%	-3%	10%	8%
CC(C)[C@@H](C(=O)N1CCCC1)N1C(=O)N2CCc3c([nH]c4ccccc34)[C@@]2(C)C1=O	0	-9%	2%	-1%	6%	2%	-5%	-9%	-1%	-1%	-14%
COc1ccccc1C(=O)NCCC(=O)NCC(c1ccccc1)N(C)C (configuration not stated)	-11	4%	2%	2%	2%	13µM*	6%	/	-2%	-10%	11µM*
CC(C)=CCCC(C)CN1CCC(n2nccc2NC(=O)c2ccccc2)CC1 (configuration not stated)	11	-23%	/	-4%	-4%	0%	-4%	/	-1%	3%	-1%
COc1cc(C(=O)N2C(=O)c3cccc(N)c3C2=O)cc(OC)c1OC	5	-31%	-6%	0%	-3%	3%	0%	-6%	1%	2%	10%
CN1N=C(c2ccc(Cl)cc2)CC(c2ccc(Cl)cc2)C1=O (configuration not stated)	-21	17%	5%	-2%	14%	-5%	-8%	-12%	-7%	-6%	-21%
CCOc1ccccc1C1CC(=O)NC2=C1C(=O)CCC2 (configuration not stated)	-9	-64%	-11%	-19%	10%	0%	1%	8%	-2%	3%	18%
COC(=O)CSc1nnc(CNC(=O)Cc2ccccc2)n1-c1ccccc1OC	-7	-21%	0%	?	-15%	0%	-2%	-3%	-5%	-4%	9%
N/C(=N\OC(=O)C1CCCCC1)c1cccc([N+](=O)[O-])c1	1	?	-1%	11%	?	11µM*	?	-10%	24%	-16%	30%
CCOC(=O)CNC(=S)N(Cc1ccccc1)Cc1ccccc1F	-1	-1%	-6%	-1%	-1%	-12%	-23%	-2%	-1%	25%	-2%
Cc1ccc(NC(=O)C2CCCN(S(=O)(=O)c3c(C)noc3/C=C/N(C)C)C2)c(C)c1 (configuration not stated)	19	-21%	/	1%	0%	1%	-1%	/	-2%	4%	5%
COc1ccc2cc(-c3ccn[nH]3)ccc2c1	-10	?	/	2.2µM*	?	1.3µM*	5.8µM*	-1%	1.8µM*	8%	-24%
O=S(=O)(NCc1ccco1)c1ccc(S(=O)(=O)N2CCCC2)cc1	-2	-7%	-23%	1%	-2%	-18%	-1%	0%	1%	0%	22%
CC1(C)Cc2c(c(=S)nc(-c3ccccc3)n2CCO)CO1	5	-4%	-11%	9%	-9%	-2%	0%	17%	4%	-11%	-37%
FC(F)(F)c1ccccc1CNCc1ccc2c(c1)OCO2	-10	4%	/	-2%	7%	2%	1%	-21%	-3%	-1%	-2%
CCc1c(C(C)=O)oc2ccc3c(C)cc(=O)oc3c12	-2	24%	3%	-9%	-1%	-2%	0%	-14%	0%	2%	24%
COc1ccccc1C(=O)NC(=O)CSc1nncn1C(C)C	4	-3%	/	0%	2%	-1%	-7%	/	6%	/	/
Cc1cc(OCc2nc(-c3cccnc3)no2)c(C)cc1Br	11	19%	-22%	11%	0%	6%	13%	-17%	12%	-9%[0.365 µM]	-10%
CCCC[C@@H](CNC)NC[C@H](NCCCCC1CCCCC1)C(C)C	12	-80%[inhibitor]	-5%	-6%	/	0%	-15%	-25%	0%	?	16µM*
CCCCn1c(N)c(N(CCOC)C(=O)C2CCN(C(=O)c3ccc(F)cc3)CC2)c(=O)[nH]c1=O	-17	-10%	/	-1%	21%	0%	-4%	/	-5%	/	/
CCOc1ccc(NS(=O)(=O)c2ccc(C(=O)N3CCCC3)cc2)cc1	15	-8%	/	-1%	2%	0%	-1%	/	-3%	/	/
Cc1ccc(C(=O)COc2ccccc2C(=O)Nc2ccccc2)cc1	7	-1%	-1%	-2%	-4%	0%	10%	28%	0%	-2%	-13%
COc1ccc(C(=O)Nc2ccnn2C2CCN(C(=O)C3CCOC3)CC2)cc1 (configuration not stated)	12	41%	-4%	4%	-2%	0%	-1%	-1%	24%	28%	19%
Cc1ccc(C)c(-n2ccnc2SCC(=O)O)c1	-10	-13%	-3%	-3%	-1%	4%	-1%	1%	-5%	-1%	-14%
COc1ccccc1CCCNC(=O)C1CCC(=O)N(CCc2cccc(F)c2)C1 (configuration not stated)	25	-22%	-5%	-5%	-12%	3%	-2%	0%	9%	11%	20%
C#CCOCCOCCOCCNc1nc(N2CCN(C(=O)[C@H]([C@@H](C)CC)n3cc(CCCCN)nn3)CC2)nc(N2CCN(C(=O)[C@H](C)n3cc(CCC(=O)O)nn3)CC2)n1	21	19%	-5%	-3%	3%	5%	6%	?	-3%	-12%	?
CN(c1ccc(C(=O)NCCSCc2ccccc2)cc1)S(=O)(=O)c1ccccc1	3	-29%	-19%	?	-3%	3%	0%	?	-4%	3%	-5%
COc1ccc(S(=O)(=O)N2CCCC(C(=O)Nc3ccc(NC(=O)c4ccccn4)cc3)C2)cc1 (configuration not stated)	-23	15%	0%	29%	?	?	-12%	-3%	?	-4%	?
Cc1nn(-c2ccccc2)c2sc(C(=O)c3c(N)n(C)c(=O)n(C)c3=O)cc12	-18	-13%	-12%	2%	-3%	-7%	-4%	-29%	10%	?	6%
COc1ccc(/C=C/c2onc(C)c2S(=O)(=O)N2CCC(C(=O)N3CCCCCC3)CC2)cc1	-9	-26%	2%[0.46 µM]	-7%	1%	0%	-5%	0%	1%	-13%	44%
COc1ccc(N2C(=O)NC(NS(=O)(=O)c3ccc(Cl)cc3)(C(F)(F)F)C2=O)cc1 (configuration not stated)	11	-5%&1%	-3%	-2%	4%	6%	-2%	9%	-3%	7%	-28%
COC(=O)C1C(=O)c2c([nH]c(C(=O)OC3CCCC3C)c2C)CC1C (configuration not stated)	8	?	-9%	1.6µM*	?	2.4µM*	4.6µM*	-16%	1.4µM*	11%	?
O=C(CSc1nnnn1C1CCCC1)NCc1ccccc1	-6	-2%	-12%	2%	-4%	-16%	-5%	-14%	-8%	-2%	32%
O=C1c2ccccc2C(=O)N1CCCCN(C(=O)c1cc2ccccc2oc1=O)c1ccc(F)cc1F	9	-25%	-3%	-3%	-9%	1%	-1%	14%	-3%	-4%	?
Cc1cc(=O)[nH]c(SCC(=O)Nc2ncc(S(=O)(=O)c3ccc([N+](=O)[O-])cc3)s2)n1	-14	-26%	28%	-1%	5%	?	0%	?	-3%	9%	-4%
CC(=O)c1cccc(S(=O)(=O)NCCCN2CCOCC2)c1	-16	-17%	/	1%	3%	0%	1%	/	5%	/	/
CCn1c2ccccc2c2cc(NC(=O)CNCC3CCCO3)ccc21 (configuration not stated)	-6	-3%	0%	1%	2%	-12%	-4%	1%	0%	-15%	17%
O=C(Cn1cnc2scc(-c3ccccc3)c2c1=O)N1CCOCC1	-4	-19%	7%	/	/	3%	/	6%	/	13%	-10%
CCOc1ccccc1NC(=O)CSc1nc(=O)n(CCN2CCOCC2)c2c1CCCC2	1	-15%	/	1%	-9%	2%	3%	/	2%	/	/
O=Cc1cn(-c2ccccc2)nc1-c1cc2ccccc2oc1=O	2	6%	0%	12%	-1%	-1%	5%	-2%	13%	0%	8%
CCCc1nc2ccccc2c(=O)n1/N=C/c1ccc(O)cc1	-9	-18%	-3%	2%	-1%	2%	-5%	7%	?	-12%	25%
COc1ccc(Cl)cc1NC(=O)c1cccc(N2C(=O)C3CC=CCC3C2=O)c1 (configuration not stated)	?	-31%	1%	1%	-17%	3%	-5%	49%[activator]	1%	-23%	?
CCC(C)n1c(=N)c(C#N)cc2c(=O)n3cc(C)ccc3nc21 (configuration not stated)	-16	-9%	0%	-2%	0%	-1%	8%	7%	-1%	1%	4%
CCOC(=O)c1cc(C)n(-c2ccc(Cl)cc2)c1C	-5	9%	0%	-1%	4%	?	0%	/	-5%	-1%	1%
O=C(Nc1ccccc1C(=O)O)c1cccc(C(=O)Nc2ccccc2C(=O)O)c1	-4	11%	-49%	0%	20%	19µM*	-16%	35%[activator]	1%	3%	3%[1.91 µM]
